Compound activity: PubChem BioAssay, National Center for Advancing Translational Sciences (NCATS)
12-hLO inh = inhibitors of human 12-lipoxygenase (ALOX12) | P18054 | purified 12-hLO, xylenol orange hydroperoxide absorbance | Potency, µM (doses to about 57.1 µM), for inactives: at the top dose activity change, negative = inhibition, most hits filed as inhibitors | 150,000 tested, 0.12% active; note: potency is the fitted concentration of half-maximal effect; nearly all actives have a fitted effect of over 55% in size; many of its hits are not listed in these tables
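Purified human 12hLO (150 nM), preincubated 15 min with compound, then 40 uM arachidonic acid for 30 min, room temperature, Hepes pH 7.0 with 0.01% Triton X-100. Hydroperoxide detected by ferrous iron/xylenol orange; 573/405 nm absorbance ratio gives reaction progress.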
PNC assembly inh = inhibitors of perinucleolar compartment assembly. AID 2417. 140,000 tested, 3.1% active. activity change (PNC), negative = inhibition, % at 10 µM. PC3M PTB-GFP, PNC prevalence imaging, 16 h; stronger effect = lower value;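 active = readout at or below -70, meaning at least 70% loss of cells showing the perinucleolar compartment, a nuclear body marking cancer cells; inconclusive = readout between -30 and a set limit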;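 note: plate controls were DMSO wells for no effect and camptothecin positive control wells for full effect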
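Read-out is percentage of cells bearing a perinucleolar compartment, from automated 20x imaging of fixed, Hoechst-stained PC3M PTB-GFP cells. Cells were seeded 4 h, then exposed 16 h to compound (23 nl of library stock) in duplicate plates.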
IMPase cell inh = cell-permeable inhibitors of inositol monophosphatase (IMPase); P97697; CHO-M1 cells, IP1 accumulation, HTRF TR-FRET ratio; inhibition (IP1 accumulation), % at 46.1 µM; 120,000 tested, under 10 active; AID 901; active = well fitted curve in the direction sought with a large enough effect in the signal ratio, not every such curve was filed as active; inconclusive = small, poorly fitted or top-dose-only effect, or a change in a side signal; inactive = no such curve, though single readings can be large or run the other way; the % refers to the signal ratio;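 note: cells stimulated with carbachol in lithium chloride buffer; plate controls were DMSO basal wells for no effect and reference inhibitor wells for full effect; higher means more IMPase inhibition seen as more IP1 and lower FRET ratio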
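Elevated IP1 in lysates lowers TR-FRET signal (665/620 ratio and 620 channel reported). Cells were CHO-M1, given carbachol (50 uM as added) plus 50mM LiCl, pH 7.4, 30 min, 37C; compounds titrated up to 46 uM; AC50 by Hill equation.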
ALOX15B inhib = blocks human 15-lipoxygenase 2 activity. Potency, µM (doses to about 57.1 µM), without a hit: at the highest dose activity change, negative = inhibition, actives largely listed as inhibitors. purified 15hLO-2, xylenol orange hydroperoxide absorbance. O15296. 110,000 tested, 0.56% active; note: potency is the fitted concentration of half-maximal effect; nearly all actives have a fitted effect of over 60% in size; many of its hits are not listed in these tables
Target sequence (O15296 whole entry, looked up): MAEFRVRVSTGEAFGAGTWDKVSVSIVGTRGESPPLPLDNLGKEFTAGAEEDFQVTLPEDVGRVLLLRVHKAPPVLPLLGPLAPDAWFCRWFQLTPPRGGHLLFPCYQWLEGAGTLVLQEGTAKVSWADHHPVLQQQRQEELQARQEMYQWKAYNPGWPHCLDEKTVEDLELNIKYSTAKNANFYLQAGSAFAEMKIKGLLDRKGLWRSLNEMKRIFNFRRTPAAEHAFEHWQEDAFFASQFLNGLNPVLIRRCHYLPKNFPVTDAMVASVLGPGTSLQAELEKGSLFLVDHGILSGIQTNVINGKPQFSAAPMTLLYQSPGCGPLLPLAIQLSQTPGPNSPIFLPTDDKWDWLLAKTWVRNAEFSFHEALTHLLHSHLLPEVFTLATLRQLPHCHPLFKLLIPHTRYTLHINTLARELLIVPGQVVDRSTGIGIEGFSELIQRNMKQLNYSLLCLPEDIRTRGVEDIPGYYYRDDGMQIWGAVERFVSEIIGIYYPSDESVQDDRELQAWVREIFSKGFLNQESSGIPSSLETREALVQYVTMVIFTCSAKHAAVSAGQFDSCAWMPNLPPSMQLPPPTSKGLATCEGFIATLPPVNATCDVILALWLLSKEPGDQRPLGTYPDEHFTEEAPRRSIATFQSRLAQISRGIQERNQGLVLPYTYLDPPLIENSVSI
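Enzyme 50 nM, AA 45 uM, 25 mM Hepes pH 7.5 + 0.01% Triton X-100; cpd preinc 15 min RT, rxn 90 min RT; stop/detect with 200 uM XO + 300 uM Fe(II) in 50 mM H2SO4, 30 min; A573/A405.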
* marks the source's active call; other numbers are inactive results; ? = inconclusive; . = not tested or not shown; & = joins results of further samples; [ ] = another dose, or the depositor's remark. Unless noted, calls come from the whole dose curve; as a rule, active = well fitted curve in the direction sought with a large enough effect; inconclusive = small, poorly fitted or top-dose-only effect, or another doubt; inactive = no such curve, though single readings can be large; an effect the other way counts as inactive or inconclusive. Unless noted, % is set by controls: 0 for no effect and ±100 for the full control effect.

The first four entries, ahead of the listing:
item	Structure	12-hLO inh	IMPase cell inh	PNC assembly inh	ALOX15B inhib
1	O=C1C2CCCN2C(c2cccc(Cl)c2)N1c1ccccn1 (stereo not given)	1.4%	-4.9	123.5	11.9%
2	O=C(Cn1ncc2ccsc2c1=O)N1CCC2(CC1)OCCO2	3.6%	-2.2	-0.4	3.9%
3	CC(=O)OC1C2CCC1C(N1CCCC1)CC2 (stereo not given)	14.8%	0.7	-21.2	3.4%
4	c1cc(CN2CCC3(CCNCC3)CC2)ccn1	2.1%	.	.	13.0%

Results, repeating the preview:
item	Structure	12-hLO inh	IMPase cell inh	PNC assembly inh	ALOX15B inhib
1	O=C1C2CCCN2C(c2cccc(Cl)c2)N1c1ccccn1 (stereo not given)	1.4%	-4.9	123.5	11.9%
2	O=C(Cn1ncc2ccsc2c1=O)N1CCC2(CC1)OCCO2	3.6%	-2.2	-0.4	3.9%
3	CC(=O)OC1C2CCC1C(N1CCCC1)CC2 (stereo not given)	14.8%	0.7	-21.2	3.4%
4	c1cc(CN2CCC3(CCNCC3)CC2)ccn1	2.1%	.	.	13.0%
5	N#C/C(N)=C(/N)C#N	-7.4%	.	.	-1.3%
6	CC(C)CCC1(CCN)C(=O)NC(=O)NC1=O	0.8%[11.4 µM]	.	.	-6.6%[11.4 µM]
7	Cn1c2ccccc2c2cnn(CC(=O)N3CCC4(CC3)OCCO4)c(=O)c21	-3.2%	7.0	16.6	-3.5%
8	CCN(CC)CCCOC(=O)C(OC)(c1ccccc1)c1ccccc1	10.7%	29.6	5.0	7.2%
9	O=C(O)CS(=O)(=O)C(c1ccccc1)c1ccccc1	-1.8%[11.4 µM]	.	.	-4.3%[11.4 µM]
10	CCN=C=NCCCN(C)C	1.9%[11.4 µM]	.	.	-2.6%[11.4 µM]
11	O=c1[nH]c(CN2CCNCC2)nc2ccccc12	2.7%	-2.2	-14.7	-0.5%
12	C(#CCN1CCOCC1)COCc1ccccc1	2.4%	-2.7	-4.1	-1.4%
13	CN1CCc2nc3ccc(F)cc3c(C(N)=O)c2C1	2.2%	?	-16.1	.
14	O=S(=O)(c1ccccc1)N1CCCCC1c1cccnc1 (stereo not given)	5.7%	1.5	37.0	4.0%
15	O=c1cc(-c2ccc(O)c(O)c2)oc2cc(O)cc(O)c12	?	9.1	.	15.8µM*
16	CN(C)N=O	1.3%	.	.	6.1%
17	CC(C)C1(C)N=C(c2nc3ccccc3cc2C(=O)O)NC1=O (stereo not given)	-6.0%	-4.3	21.1	3.2%
18	N#CCCn1cc(C(=O)Nc2ccccc2Br)c(-c2ccc3c(c2)OCCO3)n1	-2.1%	-7.6	18.3	.
19	CCOP(=O)(C#CC(C)(C)C)C(C)(O)c1ccccc1 (stereo not given)	0.6%	0.4	-23.5	-2.7%
20	CN1CCN(c2ccc([N+](=O)[O-])c3cccnc23)CC1	-3.9%	-3.2	-1.2	-2.9%
21	OCc1cnc[nH]1	-2.2%&-1.4%	-0.2	30.7	-8.0%
22	Cc1cccc(OC(=O)N2CCOCC2)c1	-1.1%	-9.0	?	-0.5%
23	CC(N)Cc1c[nH]c2cc3c(cc12)OCCO3 (stereo not given)	3.4%	-0.7	11.5	9.6%
24	N#Cc1ccc(CN2CC[C@@]3(CCCN(C(=O)Oc4ccccc4)C3)C2)cc1	-1.4%	.	.	5.5%
25	CC(C)Oc1ccc(C2C(C#N)=C(N)Oc3c2c(=O)oc2ccccc32)cc1 (stereo not given)	0.9%	-1.3	33.7	0.2%
26	O=[N+]([O-])c1ccc(C2C3C(c4ccccc4)=NC4(CCCC4)N32)cc1 (stereo not given)	-1.8%	.	15.8	.
27	CC(C)OC(=O)Nc1cccc(Cl)c1	0.7%	.	.	-4.4%
28	COC1CC(OC2CC[C@@]3(C=O)C4CC[C@]5(C)C(C6=CC(=O)OC6)CC[C@@]5(O)C4CC[C@]3(O)C2)OC(C)C1O (stereo not given in full)	-1.3%	.	.	6.4%
29	CC(=O)c1c(O)n(C)c(=S)n(-c2ccccc2)c1=O	-5.3%	0.1	2.0	6.0%
30	CN1CCN(C(=O)O[C@H]2c3nccnc3C(=O)N2c2ccc(Cl)cn2)CC1	-14.9%[0.00818 µM]	.	.	11.6%[0.0915 µM]
31	O=C(Cn1ncc2c3ccccc3n(Cc3ccc(F)cc3)c2c1=O)N1CCC2(CC1)OCCO2	-3.5%	3.4	106.6	.
32	Cc1ccc(C(=O)C2(C)N(O)C(C)C(c3cccs3)=[N+]2[O-])cc1 (stereo not given)	-0.8%	8.0	?	-7.8%
33	CN(C)C(=O)On1c(-c2ccccc2)nc2ccc(Cl)cc21	7.2%	4.2	-5.6	-1.2%
34	c1ccoc1	0.5%	.	.	-9.1%
35	CCCCC12CNCC(C)(CNC1)C2=O	-0.4%	2.1	-16.8	6.7%
36	COc1ccccc1CN1CCN(C(=O)Cc2ccccc2)CC1	-7.2%	?	-1.1	-16.4%
37	N#CC1=C(N)Oc2c(c(=O)oc3ccccc23)C1c1ccccc1OC(=O)c1cccs1 (stereo not given)	0.3%	-6.2	?	.
38	Cc1cc(C=O)c(C)n1C1CCCCC1	-0.2%	1.2	-8.6	-5.4%
39	NCCCNCCCCNCCCNC(=O)Cc1ccc(O)cc1	0.6%[0.00818 µM]	.	.	19.2%[0.0915 µM]
40	Fc1cccc(C2NCCc3[nH]cnc32)c1 (stereo not given)	-3.5%	-3.9	-21.4	.
41	CCCCn1c(C)c(C(=O)O)c2cc(OC)ccc21	-12.2%	1.0	46.7	-3.4%
42	CCC(=NCc1ccco1)c1c(O)n(Cc2ccccc2)c(=O)[nH]c1=O	-16.8%	-1.6	5.9	-23.6%
43	CCCN(CCC)c1c([N+](=O)[O-])cc(C(F)(F)F)cc1[N+](=O)[O-]	-1.4%	.	.	7.8%
44	COc1ccc(N2CCN(C(CNC(=O)Oc3ccccc3)c3cccnc3)CC2)cc1 (stereo not given)	2.2%	-0.3	-10.9	12.7%
45	CCCCCn1c(=O)c(C(=O)NCc2ccncc2)c(O)c2ccccc21	?	-3.3	12.0	40.1%[activator]
46	CCCCCCN=C(CC)c1c(O)n(CCCC)c(=O)[nH]c1=O	-18.7%	3.9	?	-8.5%
47	COCCn1cc(C(=O)N2CCC3(CC2)OCCO3)c2c3ccccc3n(C)c2c1=O	-12.0%	?	12.1	9.3%
48	O=C(COc1ccc2ccccc2c1)N1CCN(Cc2c[nH]c3ccccc23)CC1	-1.6%	6.1	-2.7	14.6%
49	CCOC(=O)CBr	1.0%	.	.	-1.7%
50	O=C(CCN1CCCCC1)NCC(=O)Nc1ccc(Br)cc1C(=O)c1ccccc1	8.0%	2.8	11.4	37.4%[activator]

Record cards, from the list above:
CCCCCCN=C(CC)c1c(O)n(CCCC)c(=O)[nH]c1=O as listed: 12-hLO inh: -18.7%; IMPase cell inh: 3.9; PNC assembly inh: ?; ALOX15B inhib: -8.5%
CCCCn1c(C)c(C(=O)O)c2cc(OC)ccc21 as listed: 12-hLO inh: -12.2%; IMPase cell inh: 1.0; PNC assembly inh: 46.7; ALOX15B inhib: -3.4%
CCC(=NCc1ccco1)c1c(O)n(Cc2ccccc2)c(=O)[nH]c1=O as listed: 12-hLO inh: -16.8%; IMPase cell inh: -1.6; PNC assembly inh: 5.9; ALOX15B inhib: -23.6%

Sorted by SMILES length (smallest number first): some entries from above
item	Structure	12-hLO inh	IMPase cell inh	PNC assembly inh	ALOX15B inhib
41	CCCCn1c(C)c(C(=O)O)c2cc(OC)ccc21	-12.2%	1.0	46.7	-3.4%
44	COc1ccc(N2CCN(C(CNC(=O)Oc3ccccc3)c3cccnc3)CC2)cc1 (stereo not given)	2.2%	-0.3	-10.9	12.7%
47	COCCn1cc(C(=O)N2CCC3(CC2)OCCO3)c2c3ccccc3n(C)c2c1=O	-12.0%	?	12.1	9.3%
43	CCCN(CCC)c1c([N+](=O)[O-])cc(C(F)(F)F)cc1[N+](=O)[O-]	-1.4%	.	.	7.8%

Next structures
item	Structure	12-hLO inh	IMPase cell inh	PNC assembly inh	ALOX15B inhib
51	C#CCN1C(=O)C2(C(C#N)=C(N)OC(C)=C2C(=O)OCc2ccccc2)c2ccccc21 (stereo not given)	-16.3%	9.7	-13.2	-14.3%
52	CC(=O)Oc1ccc(/C=C/c2cc(OC(C)=O)cc(OC(C)=O)c2)cc1	-3.1%	.	.	-3.4%
53	C#CCN1C(C)=C(C(=O)CCO)[C@@H](c2cccc(-n3oo3)c2)C(C(=O)OC)=C1C	-6.0%	12.9	.	4.8%
54	O=C(O)C1(c2ccc(Cl)cc2)CCC1	-0.7%	-10.4	-80.9*	-2.2%
55	C=CCn1c(O)c(N=Nc2c(C)n(C)n(-c3ccccc3)c2=O)c(=O)[nH]c1=S	-3.6%	.	-7.2	.

Some of the compounds tested; count on the stated rates, not on these rows.
